Compound activity as filed in PubChem.
MCF10A rerep – A quantitative high throughput screen for small molecules that induce DNA re-replication in MCF 10a normal breast cells; MCF 10A DNA re-replication, Hoechst nuclear intensity, 48 h; Potency, µM (doses to about 46.1 µM), without a hit: at the highest dose activity, positive = re-replication, most hits filed as activators; 350,000 compounds, 2.9% hits; also: potency is read from the fitted curve at half-maximal effect; % of control where 0% means no effect; nearly all actives have a fitted effect of over 50% in size
HepG2 tox – qHTS for Inhibitors of TGF-b: Cytotox Counterscreen; AID 588856, 2011; 410,000 compounds, 0.76% hits; HepG2 CAGA-GFP viability, ATP luminescence, 18 h; Potency, µM (doses to about 46.1 µM), without a hit: top-dose activity change, negative = cytotoxicity, most hits filed as cytotoxic; also: potency is read from the fitted curve at half-maximal effect; some results filed as inactive show a strong effect at the top dose
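CellTiter-Glo luminescence gave cytotoxicity after 18 hours at 37 degrees C. The cells were HepG2 CAGA-GFP in 1% FBS DMEM, stimulated with 500 pg/mL TGF-beta after compound addition. %Activity was normalised to no-cell wells (complete cell-killing) and DMSO (no toxicity), and curves were fitted and classified.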
HT1080-NT tox – qHTS for induction of synthetic lethality in tumor cells producing 2HG: qHTS for the HT-1080-NT fibrosarcoma cell line; HT-1080-NT fibrosarcoma viability, CellTiter-Glo ATP luminescence, 48 h; Potency, µM (top dose mostly 46.1 µM), inactives show at the top dose activity, negative = less viability, actives largely listed as cytotoxic; 360,000 compounds, 1.6% hits; AID 686970, 2013;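 also: NT is the 2HG producing partner of a matched IDH1 knockdown line; potency is read from the fitted curve at half-maximal effect; 0% = DMSO-treated cells and -100% = media-only wells without cells; nearly all actives have a fitted effect of over 55% in size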
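Toxicity toward the 2HG-producing NT line was scored as %Activity, normalised to DMSO and no-cell wells, from CellTiter-Glo luminescence after 48 hours' treatment.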
SW480 rereplic – A quantitative high throughput screen for small molecules that induce DNA re-replication in SW480 colon adenocarcinoma cells; SW480 DNA re-replication, Hoechst DNA content imaging, 48 h; Potency, µM (top dose mostly 46.1 µM), for inactives: at the top dose re-replication activation, usual class: activators; 340,000 compounds, 1.8% hits; AID 624297, 2012; also: potency is read from the fitted curve at half-maximal effect; % of control where 0% means no effect; nearly all actives have a fitted effect of over 55% in size
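Image-based read-out: total Hoechst fluorescence of nuclei (405 nm excitation, 500-530 nm emission), with hits raising the fraction of high-intensity nuclei. SW480 colon cells incubated 48 hr with compounds at 37 C.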
ATXN2 expr inh – Primary qHTS for Inhibitors of ATXN expression; HEK-293 ATXN2-luciferase reporter, luminescence, 24 h; Potency, µM (top dose mostly 57 µM), without a hit: at the highest dose activity change, negative = inhibition, usual class: inhibitors; 360,000 compounds, 0.72% hits; AID 1745845, 2022; also: potency is read from the fitted curve at half-maximal effect; % is scaled to controls: 0 for no effect and ±100 for the full control effect; nearly all actives have a fitted effect of over 55% in size
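qHTS (up to 57 uM final) was run with 24 h compound exposure of reporter cells at 37 °C. Each well was multiplexed: SteadyGlo luminescence measured ATXN2-luciferase expression after a fluorogenic Gly-Phe-AFC viability readout (25 uM final).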
S2 tox – Viability Counterscreen for Primary qHTS for Inhibitors of ATXN expression; S2 cells (HEK-293 line with an ATXN2-luciferase reporter) viability, CellTiter-Fluor protease fluorescence, 24 h; Potency, µM (series often up to 56.7 µM), actives largely listed as cytotoxic; 400,000 compounds, 0.49% hits; also: potency is read from the fitted curve at half-maximal effect; nearly all actives have a fitted effect of over 40% in size
IL1B secr inh – qHTS for Inhibitors of Inflammasome Signaling: IL-1-beta AlphaLISA Primary Screen; THP-1 LPS/ATP IL-1B secretion, AlphaLISA, 16 h; active compounds read low; AID 743279, 2014; 360,000 compounds, 4.7% hits; activity change, % at 57.5 µM; in the data active = activity change below about -50%; inconclusive = mostly about -30% to -49%; also: % is scaled to controls: 0 for no effect and ±100 for the full control effect
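Secreted IL-1B measured by AlphaLISA bead assay after 16 h compound exposure of THP-1 cells; compounds (final up to 57.5 uM) added 1 h before LPS (250 ng/mL) and ATP (1.25 mM) stimulation; lower signal means less secretion.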
KB-3-1 tox – qHTS assay for MDR1-selective chemotherapeutics: Primary screen using the parental adenocarcinoma cell KB-3-1. KB-3-1 viability, CellTiter-Glo ATP luminescence, 72 h. Potency, µM (titrated, usually from 46.1 µM), for inactives: at the highest dose activity change, negative = cytotoxic, hits mostly cytotoxic. 400,000 compounds, 1.4% hits; also: potency is read from the fitted curve at half-maximal effect; % is scaled to controls: 0 for no effect and ±100 for the full control effect; nearly all actives have a fitted effect of over 60% in size
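KB-3-1 cells, DMEM (no phenol red) + 10% FBS; compound by pin transfer, 72 h, 37 °C. Readout: CellTiter-Glo luminescence after 10 min. Data normalized, curve-fitted.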
HT1080 IDH1KD tx – qHTS for induction of synthetic lethality in tumor cells producing 2HG: qHTS for the HT-1080-IDH1KD cell line | HT-1080 IDH1 knockdown viability, ATP luminescence, 48 h | Potency, µM (series often up to 46.1 µM), for inactives: at the top dose activity, negative = toxicity, usual class: cytotoxic | 360,000 compounds, 2% hits;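 also: potency is read from the fitted curve at half-maximal effect; 0% = DMSO wells and -100% = cell-free medium wells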
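Luminescent ATP read-out (CellTiter-Glo, 10 min at room temperature) after 48 h compound exposure at 37 °C gave viability of IDH1-knockdown HT-1080 cells. Activity was normalised to DMSO and cell-free wells, then fitted as concentration-response curves.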
Active calls of the source: *; i = inactive; ? = inconclusive; . = no result given; [ ] = remark or other dose. Unless noted, calls follow the shape of the dose curve; as a rule, active = well fitted curve in the direction sought with a large enough effect; inconclusive = small, poorly fitted or top-dose-only effect, or another doubt; inactive = no such curve, though single readings can be large; an effect the other way counts as inactive or inconclusive.

SMILES	MCF10A rerep	HepG2 tox	HT1080-NT tox	SW480 rereplic	ATXN2 expr inh	S2 tox	IL1B secr inh	KB-3-1 tox	HT1080 IDH1KD tx
C/C=C(\C)C(=O)NCCN1C2=NC[C@H](C)N2C[C@@H]1Cc1ccc(OC)cc1	2%	51%	9%	8%	0%	i	-2	0%	11%
O=C(NCc1ccccc1)c1ccc2ccccc2n1	-4%	-5%	10%	-61%[inhibitor]	9%	i	4	8%	9%
Cc1ccc(NC(=O)CN2C(=O)C(=O)N(C3CCCC3)C2=O)cc1Cl	2%	5%	0%	-5%	4%	i	-2	6%	1%
Cc1cc2nc3c(=O)n(CCc4ccccc4)c(=O)[nH]c3nc2cc1N	?	-29%	-4%	13%	-27%	.	?	-13%	25%
CCOc1ccc(NC(=O)c2cnn3c2NC(c2cccc(OC)c2)=CC3c2ccccc2)cc1 (stereo unspecified)	.	0%	.	.	-13%	?	.	-36%	.
CCn1c(C(C)NC(=O)c2ccc(C)cc2)n[nH]c1=S (stereo unspecified)	?	-19%	0%	-1%	-4%	i	9	10%	0%
COc1ccc(NC(=O)C2CCCN(S(=O)(=O)c3ccc4c(c3)CCCC(=O)N4)C2)c(OC)c1 (stereo unspecified)	.	-7%	.	.	2%	?	.	-26%	.
CN(C(=O)COC(=O)c1ccc(F)c(S(=O)(=O)N2CCOCC2)c1)C1CCS(=O)(=O)C1 (stereo unspecified)	-2%	6%	22%	-2%	3%	i	15	-5%	?
Cc1cc2cc(CNC(=O)NC3CCCCC3)ccc2[nH]1	?	-9%	5%	4%	31%[activator]	i	-16	7%	9%
Cc1cccc(NC(=S)N=Nc2c(O)n(CN3CCOCC3)c3ccccc23)c1C	20%	-53%	-13%	3%	.	.	36	?	-25%
CN(CCNS(=O)(=O)c1ccc2c(c1)oc(=O)n2C)Cc1ccccc1	-1%	-17%	14%	-1%	-10%	i	-30	-9%	-2%
CCOc1ncccc1C(=O)NNC(=O)c1csc(N2CCOCC2)n1	13%	-12%	-13%	20%	-18%	i	-30	-24%	-22%
COc1cccc(C2C3=C(N=c4s/c(=C\c5ccc(OCC(=O)O)cc5)c(=O)n42)c2ccccc2CC3)c1 (stereo unspecified)	13%	-43%	?	?	.	i	3	1%	-22%
CCOC(=O)CC(=O)CSc1nccc(-c2cccnc2)n1	0%	-15%	2%	-91%[inhibitor]	-7%	i	-2	14%	9%
CCOC(=O)N1CCN(S(=O)(=O)CCNC(=O)c2cccc(OC)c2)CC1	1%	-5%	-1%	1%	1%	i	-9	-7%	2%
Cc1cc(C)n2nc(C(=O)N3CCCC(Nc4ccc(F)c(F)c4)C3)cc2n1 (stereo unspecified)	0%	22%	13%	-7%	4%	i	-4	.	10%
O=C(NNc1nc2c(F)cc(F)cc2s1)c1ccccc1	2%	-4%	-1%	-13%	1%[11.3 µM]	i	-4	-4%	-10%
Cc1ccc(NC(=O)C(=S)NCc2ccco2)cc1	1%	-12%	0%	-4%	54%[activator]	i	10	15%	2%
O=C(Nc1nc2ccccc2c(=O)s1)c1ccc(F)cc1Cl	?	-1%	-2%	?	3%	i	14	2%	17%
N#Cc1ccc(NS(=O)(=O)c2ccc(-c3cnc(C4CC4)o3)cc2)cc1	.	-27%	.	.	-23%	i	.	0%	.

Continued, starting with the last 2 of the part before.
SMILES	MCF10A rerep	HepG2 tox	HT1080-NT tox	SW480 rereplic	ATXN2 expr inh	S2 tox	IL1B secr inh	KB-3-1 tox	HT1080 IDH1KD tx
O=C(Nc1nc2ccccc2c(=O)s1)c1ccc(F)cc1Cl	?	-1%	-2%	?	3%	i	14	2%	17%
N#Cc1ccc(NS(=O)(=O)c2ccc(-c3cnc(C4CC4)o3)cc2)cc1	.	-27%	.	.	-23%	i	.	0%	.
COc1ccc(CN2CC(C(=O)NCc3cccc(OC)c3)CC2=O)cc1 (stereo unspecified)	14%	1%	3%	0%[9.22 µM]	-1%	i	11	9%	0%
CCCCN1C(=O)C(=Nc2cccc3cnccc23)c2ccccc21	16%	-2%	-22%	?	-8%	i	21	-4%	-15%
N=c1oc2ccc([N+](=O)[O-])cc2cc1C(=O)NCc1ccccc1	-6%	3%	1%	-7%	.	i	-10	0%	1%
Cc1ccc(-c2nnc(SCC(=O)Nc3sc(C)c(C)c3C#N)n2C)cc1	-11%	6%	6%	4%	4%	i	-13	11%	13%
NC(=O)N/N=C/c1cccc(OCc2ccc(F)cc2)c1	-2%	8%	-5%	-8%	-10%[11.3 µM]	i	2	8%	0%
CCCCC(=O)NC(NC(=O)CCCC)c1ccc(OCC(C)C)c(OC)c1	-3%	2%	-1%	-3%	-7%	i	15	-10%	13%
O=C1C2CCCCN2C(=O)N1CCCCN1CCN(c2cccc(Br)c2)CC1 (stereo unspecified)	8%	-31%	-2%	-1%	-10%	i	-3	0%	4%
C=CCn1c(SCC(=O)Nc2ccc(C)cc2C)nnc1-c1cccnc1	-3%	5%	11%	2%[9.22 µM]	-5%	i	-7	0%	11%
Cc1nc(CNS(=O)(=O)c2ccc3c(c2)CCCC3)cs1	1%	-11%	-7%	-4%	-9%	i	17	-7%	5%
O=C(NCc1ccccn1)c1cc(S(=O)(=O)N2CCCCC2)ccc1Cl	10%	-10%	-2%[9.24 µM]	30%	-11%	i	13	?	-3%
Cc1ccc(NC(=O)COC(=O)C2CC3C=CC2C3)cc1S(=O)(=O)N1CCCCC1 (stereo unspecified)	15%	12%	-18%	-1%	-11%	i	?	-1%	-11%
COc1cc(C(=O)OCCNC(=O)c2cccnc2)cc(OC)c1OC	-1%	-11%	-3%	4%	-3%	i	19	-5%	-3%
Cc1csc2nc(O)c(C(=O)NC3CCCCC3C)c(=O)n12 (stereo unspecified)	17%	4%	-16%	-361%[inhibitor]	-34%	?	26	?	-4%
CCOc1cc(/C=N/NC(=O)c2ccccc2OCc2ccc(F)cc2)ccc1O	17%	-6%	-3%	-14%	-14%	i	-8	-4%	-5%
Cc1ccc(NS(=O)(=O)c2ccc3c(c2)NC(=O)CO3)cc1C	1%	-7%	-3%	-4%	.	i	17	-2%	0%
Cc1csc(=Nc2cccnc2)n1CC1CCCCC1	11%	-15%	13%	?	-9%	i	-7	0%	0%
Cc1ccc(C(=O)COc2cc(O)c3c(=O)cc(-c4ccccc4)oc3c2)cc1	11%	-18%	8%	-16%	.	i	-7	0%	13%
CCn1cc(C(=O)NCCOC)c(=O)c2ccc(C)nc21	5%	-4%	4%	-6%[9.22 µM]	2%	i	-15	9%	12%
CCOC(=O)/C(C#N)=C1/C=Cc2ccccc2N1CC	0%	15%	-4%	2%	3%	?	-10	13%	-4%
Nc1nc2n(c1C(=O)c1ccccc1)CCC2	-5%	0%	-13%	1%	1%	i	-2	4%	3%

Results in S2 tox and MCF10A rerep, for some of the entries so far:
| SMILES | S2 tox | MCF10A rerep |
| --- | --- | --- |
| Cc1nc(CNS(=O)(=O)c2ccc3c(c2)CCCC3)cs1 | i | 1% |
| O=C(NCc1ccccn1)c1cc(S(=O)(=O)N2CCCCC2)ccc1Cl | i | 10% |
| Cc1ccc(NC(=O)COC(=O)C2CC3C=CC2C3)cc1S(=O)(=O)N1CCCCC1 (stereo unspecified) | i | 15% |
| COc1cc(C(=O)OCCNC(=O)c2cccnc2)cc(OC)c1OC | i | -1% |
| Cc1csc2nc(O)c(C(=O)NC3CCCCC3C)c(=O)n12 (stereo unspecified) | ? | 17% |
| CCOc1cc(/C=N/NC(=O)c2ccccc2OCc2ccc(F)cc2)ccc1O | i | 17% |
| Cc1ccc(NS(=O)(=O)c2ccc3c(c2)NC(=O)CO3)cc1C | i | 1% |

Following part:
SMILES	MCF10A rerep	HepG2 tox	HT1080-NT tox	SW480 rereplic	ATXN2 expr inh	S2 tox	IL1B secr inh	KB-3-1 tox	HT1080 IDH1KD tx
Cc1ccc(C2Nc3ccc4ccccc4c3C3=C2C(=O)CC(C)(C)C3)o1 (stereo unspecified)	?	-15%	-18%	?	11%	i	-52*	-26%	?
COc1ccccc1NC(=S)NC(=O)c1c(-c2ccccc2Cl)noc1C	5%	13%	5%	-83%[inhibitor]	.	i	-15	-6%	5%
COc1ccc(C(=O)NCCn2nc(C)cc2C)cc1OC1CCN(C(C)=O)CC1	1%	-3%	-9%	0%	2%	i	0	-1%	-1%
COc1ccc(C)cc1S(=O)(=O)N1CCN(c2cccc(Cl)c2)CC1	.	-41%	.	.	-24%	i	.	-15%	.
N#CC1=C(N)Oc2cc(O)ccc2C1c1cccs1 (stereo unspecified)	0%	-33%	-17%	-5%	5%	i	20	-1%	-20%
CC1CCN(S(=O)(=O)c2ccc(NC(=O)CCN3C(=O)c4ccccc4C3=O)cc2)CC1	5%	1%	12%	-6%	-6%	i	7	0%	-6%
Cc1c(Cl)ccc2sc(N3CCN(C(=O)C4=COCCO4)CC3)nc12	19%	-15%	-1%	-43%[inhibitor]	-12%	?	-61*	-2%	-2%
CC1(C(=O)Nc2ccc(F)c(Cl)c2)Cc2c(-c3ccc(C(N)=O)cc3)ccnc2O1 (stereo unspecified)	.	-2%	?	.	?	?	-79*	-10%	21µM*
CCCCNC(=O)C1CCC(Cn2c(=O)c3sccc3n(CC(=O)N3CCCC3)c2=O)CC1 (stereo unspecified)	.	0%	.	.	10%	i	.	-8%	.
